HSF-1 act = HSF-1 activators, primary screen, NIH3T3-HGL cells, MG132 stress, luminescence, single point | activation, % at 9 µM | NIH3T3-HGL HSF-1 luciferase reporter, 8 h; 100% = twice DMSO control signal | 300,000 compounds, 1.7% hits | AID 504408, 2011;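 active means mean replicate activation of at least 50% with a set share of replicates each reaching 50%; inconclusive means only one of those two conditions met; inactive means mean below 50% and too few replicates reaching it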;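 further: 0% = median of the neutral control wells and 100% = twice that signal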
GSK3B inh = human GSK3beta kinase inhibitors, primary screen, biochemical, cell-free homogeneous, HTS; GST-GSK3beta kinase, ADP-Glo luminescence, 60 min; hits give low values; AID 2097, 2009; Glycogen synthase kinase-3 beta (Homo sapiens), P49841; activity score (negative = inhibition), % at 10 µM; 300,000 compounds, 0.038% hits;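 active means more than half of replicate wells score below -50%, meaning over 50% inhibition versus plate controls; inconclusive means some replicates but at most half score below -50%; inactive means no replicate scores below -50%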;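 further: 0% = median DMSO wells and -100% = median GW8510 positive control wells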
Target sequence (P49841 whole entry, looked up): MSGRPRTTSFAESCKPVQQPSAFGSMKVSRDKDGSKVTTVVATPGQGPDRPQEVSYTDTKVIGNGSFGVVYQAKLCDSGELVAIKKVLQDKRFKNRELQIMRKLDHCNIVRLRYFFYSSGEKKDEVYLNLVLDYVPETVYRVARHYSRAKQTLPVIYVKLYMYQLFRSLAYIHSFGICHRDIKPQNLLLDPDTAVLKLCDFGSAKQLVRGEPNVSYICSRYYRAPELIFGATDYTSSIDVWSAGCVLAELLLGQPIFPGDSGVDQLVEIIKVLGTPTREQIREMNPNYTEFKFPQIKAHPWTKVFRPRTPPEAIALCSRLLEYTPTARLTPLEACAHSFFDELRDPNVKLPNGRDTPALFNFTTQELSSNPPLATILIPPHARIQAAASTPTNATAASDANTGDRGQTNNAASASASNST
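Test system: GST-fused GSK3beta enzyme, cell-free | Quantity: 1.6 ng GST-GSK3beta enzyme per well | Reagent: 25 µM ATP with peptide substrate | Schedule: 60 min enzyme reaction, room temperature | Signal: Luminescent ADP-Glo measurement of ADP formed | Read-out basis: Score relative to plate controls | Control set: DMSO and 20 µM GW8510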
Dyrk1A ADPGlo = rat Dyrk1A kinase inhibitors, primary screen, biochemical, single point, plate reader. ADP-Glo luminescence, NFATc1 peptide. inhibition, % at 12.5 µM. 310,000 compounds, 0.43% hits; in the data active means inhibition above about 50%;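 further: plate controls were vehicle with enzyme for no effect and no enzyme for full effect; many of its hits are not listed in these tables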
PolyA inh = polyadenylation inhibitors in yeast reporter cells, primary screen, luminescence, S. cerevisiae; S. cerevisiae SKY197-pL101 polyadenylation reporter, beta-gal luminescence; efflux-impaired pdr1/pdr3 knockout yeast; score 100 = 6 SD above DMSO; calls only at 12 µM; 300,000 compounds, 0.02% hits; AID 1875, 2009;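 active means lowest replicate activity score at least 50, where 100 means six control SD above control mean; inconclusive means lowest score under 50 but half or more replicates reach 50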;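 further: yeast exposed to compound for 9 h at 30 °C; higher score means more reporter readthrough which indicates perturbed polyadenylation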
HSP90 refold inh = HSP90 inhibitors, primary screen, cell lysate, luminescence; Heat shock protein HSP 90 (rabbit reticulocyte lysate; luciferase refolding); inhibition, % at 5.6 µM; AID 1789, 2009; 290,000 compounds, 0.91% hits; Rabbit reticulocyte lysate, luciferase refolding luminescence, 3 h;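 active means inhibition above the screen-wide mean plus 3 SD, computed separately per campaign, cut at about 16% in these data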;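 further: 0% = DMSO wells and 100% = 60 µM geldanamycin wells; inhibitors lower the luminescence because luciferase stays unfolded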
Platelet DG rel = inhibitors of platelet dense granule secretion, primary screen, cell-based, MLPCN, human platelets; 300,000 compounds, 0.22% hits; inhibition, %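 (compounds screened at 7.5 µM in platelet-rich plasma)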; human platelet-rich plasma, SFLLRN dense granule ATP release, luminescence;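 active means mean replicate score, as percent of positive control, at or above 50; inconclusive means mean below 50 but at least one replicate at or above 50; inactive means mean and every replicate below 50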
AI-2 QS modul = Vibrio harveyi AI-2 quorum sensing modulators, primary screen, JMH597 strain, luminescence/OD600 ratio. Vibrio harveyi JMH597 AI-2 luminescence/OD600 ratio, 9 h; hits give low values; strain lacks LuxN and CqsS sensors; 0 = neutral-control median. activity change, % at 7.5 µM. 300,000 compounds, 0.4% hits; in the data active means activity change below about -75%, passing the limit was not always enough; inconclusive means no clear call, values can overlap the other calls;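 further: luminescence divided by OD600 gain over 9 h not by final OD600 alone; inactives centre near 13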
GSK3 alpha inh = blockers of GSK3A enzyme activity – biochemical, luminescence, cell-free homogeneous, HTS, primary screen; Glycogen synthase kinase-3 alpha (Homo sapiens), P49840; GSK-3 alpha kinase, ADP-Glo luminescence, 60 min; inhibition, % at 10 µM; 320,000 compounds, 0.1% hits; AID 2650, 2010;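 in the data active means inhibition above about 50%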;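 further: GST-tagged GSK-3 alpha with peptide substrate and 25 µM ATP; 0% = DMSO neutral wells and 100% = GW8510 positive control wells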
HSF1 inhib = HSF1 inhibitors in luciferase reporter cells, primary screen, cell-based, NIH3T3, luminescence; NIH3T3-HGL HSE-luciferase, MG132-induced, luminescence 8 h; hits give low values; activity change, negative = inhibition, % at 7.5 µM (by protocol); 300,000 compounds, 0.77% hits; AID 2098, 2009;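 active means more than half of replicate wells show activity change below -50%, luminescence cut by over half; inconclusive means some wells, but at most half, below -50%; inactive means no replicate well below -50%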;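 further: luciferase reports HSF-1 transcriptional activity via heat shock element; 0% = median of DMSO wells and -100% = zero luminescence signal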
HDAC3 inh = HDAC3 deacetylase inhibitors, primary screen, biochemical, fluorescence, cell-free homogeneous. recombinant HDAC3, fluorogenic peptide/trypsin coupled. inhibition, % at 8.3 µM. 320,000 compounds, 0.15% hits. AID 2718, 2010; in the data active means inhibition above about 26%, passing the limit was not always enough; inconclusive means no clear call, values can overlap the other calls
Target sequence (O15379 whole entry, looked up): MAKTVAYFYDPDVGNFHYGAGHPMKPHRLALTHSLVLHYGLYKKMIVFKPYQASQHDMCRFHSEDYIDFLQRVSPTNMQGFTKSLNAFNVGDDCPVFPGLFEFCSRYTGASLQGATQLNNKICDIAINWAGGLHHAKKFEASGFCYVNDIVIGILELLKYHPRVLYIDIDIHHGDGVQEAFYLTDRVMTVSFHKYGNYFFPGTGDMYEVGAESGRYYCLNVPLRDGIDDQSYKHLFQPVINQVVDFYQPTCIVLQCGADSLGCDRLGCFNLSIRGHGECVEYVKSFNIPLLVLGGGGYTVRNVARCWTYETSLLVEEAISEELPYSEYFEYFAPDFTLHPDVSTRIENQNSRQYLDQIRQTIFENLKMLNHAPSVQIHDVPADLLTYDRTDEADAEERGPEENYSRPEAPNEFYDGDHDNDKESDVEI
Starred values were filed as active, the others as inactive; i = inactive; ? = inconclusive; · = no result given. This is a subset. The share of hits here may be higher or lower than overall.

| HSF-1 act | GSK3B inh | Dyrk1A ADPGlo | PolyA inh | HSP90 refold inh | Platelet DG rel | AI-2 QS modul | GSK3 alpha inh | HSF1 inhib | HDAC3 inh | smiles |
| --- | --- | --- | --- | --- | --- | --- | --- | --- | --- | --- |
| -33 | 1 | 1 | i | 9 | -3 | 3 | -1 | -24 | -4 | C/C(=C\C(=S)Nc1ccccc1)Nc1cccc2ccccc12 |
| 2 | 1 | -6 | i | -1 | -1 | 49 | 0 | 1 | -3 | Cc1ccc(N(C(=O)CNC(=O)c2ccco2)C(C(=O)NC2CCCCC2)c2cccnc2)cc1C (centres undefined) |
| 27 | 0 | 0 | i | 1 | 26 | 44 | -1 | 3 | 6 | O=C(N/N=C/c1ccc2c(c1)OCO2)c1cccc(NC(=O)c2ccccc2Cl)c1 |
| 1 | 5 | 1 | · | 3 | -1 | 24 | -3 | 4 | 2 | Cc1ccc(CSCc2ccc(C(=O)NCC3CCCO3)o2)cc1 (centres undefined) |
| -2 | -1 | -7 | i | -1 | -6 | 15 | -7 | 1 | -13 | COCCn1nnnc1SCC(=O)NCc1ccc2c(c1)OCO2 |
| 3 | -2 | 1 | i | 4 | 11 | 20 | 1 | -5 | 4 | O=C(CCNS(=O)(=O)c1cccc2nsnc12)NCc1ccc(F)cc1 |
| 1 | 4 | 7 | i | -1 | 21 | 13 | -1 | -3 | -2 | Cc1cc(C)c2nncn2n1 |
| -13 | 2 | 2 | i | -2 | 0 | -1 | -1 | -3 | 2 | Cc1ccccc1OCCn1cnc2c(N)ncnc21 |
| -11 | 2 | 4 | i | -2 | 2 | 12 | -5 | -2 | -2 | CN(C)/C=N/c1cc(=O)[nH]c(=O)n1Cc1ccccc1 |
| 7 | 1 | -2 | i | -1 | 4 | 9 | -2 | 3 | -2 | O=C(NC1CCCCCC1)c1ccc(CS(=O)Cc2cccc(Cl)c2)o1 (centres undefined) |
| -13 | 2 | -3 | i | 1 | 1 | 5 | 1 | -2 | ? | O=C(c1cccc(S(=O)(=O)N2CCCCC2)c1)N1CCCCC1 |
| 11 | 1 | -4 | i | -2 | -4 | 25 | 4 | 8 | 0 | O=C(Cc1cccs1)N1CCC(c2nc3c(nnn3Cc3ccc(F)cc3)c(=O)[nH]2)CC1 |
| -1 | 1 | -1 | i | -4 | -1 | 11 | 2 | 5 | ? | COCCCn1c(SCc2cccc(C(F)(F)F)c2)nc2cc(OC)c(OC)cc2c1=N |
| -15 | 2 | -5 | i | 2 | 5 | 5 | 0 | -7 | 2 | C=CCN(C(=O)CNS(=O)(=O)c1ccccc1)C(C(=O)NCCOC)c1ccncc1 (centres undefined) |
| 12 | 2 | 2 | i | 5 | 0 | 0 | -1 | 7 | 8 | COC(=O)c1cc(OC)c(OC)cc1NC(=O)CSc1ccccc1 |
| -12 | 0 | -4 | i | 0 | -6 | 10 | -1 | -1 | 1 | Cc1c(CC(=O)O)c(=O)oc2c(C)c3occ(-c4ccc(F)cc4)c3cc12 |
| -11 | 2 | 2 | i | · | 6 | 24 | -3 | -2 | 6 | COC(=O)[C@]1(C)N[C@H](c2ccc(-c3ccccc3)cc2)[C@@H]2C(=O)N(C)C(=O)[C@@H]21 |
| 7 | 5 | -5 | i | -7 | -22 | 30 | 1 | 4 | 7 | CCC(C)NC(=O)C1CCC(CNS(=O)(=O)c2ccc3c(c2)CC(C)N3C(C)=O)CC1 (centres undefined) |
| -13 | -4 | 3 | i | -3 | -11 | 2 | 1 | -3 | 7 | O=C(c1ccncc1)N1c2ccccc2Sc2ccccc21 |
| 14 | 2 | 6 | i | 3 | 5 | 9 | -1 | 9 | -4 | Cc1cc(SCC(N)=O)nc(SCC(=O)c2ccccc2)n1 |
| 1 | -4 | -5 | i | -3 | 10 | 14 | -2 | -4 | -4 | COC(=O)[C@H]1C[C@@H]1[C@H](N)c1ccccc1 |
| 3 | 0 | 0 | i | 1 | 3 | 6 | -4 | -5 | -3 | O=C1CCC(=O)N1CN(C(=O)c1ccco1)c1ccc(Cl)c(Cl)c1 |
| -2 | 2 | 1 | i | -8 | -3 | 6 | -3 | -2 | -8 | Nc1nc2n(n1)C(=O)CC(c1ccccc1[N+](=O)[O-])N2 (centres undefined) |
| 48 | -5 | · | i | 6 | 10 | -9 | -1 | 10 | 2 | Cc1nnc(SCc2cccc(Cl)c2)n(N)c1=O |
| -13 | 4 | 0 | i | 4 | 6 | 32 | 1 | -8 | 2 | O=C(Cc1cccs1)Nc1nnc(SCc2ccc(C(F)(F)F)cc2)s1 |

Single records, from the list above:
O=C(c1cccc(S(=O)(=O)N2CCCCC2)c1)N1CCCCC1 is entered as HSF-1 act: -13; GSK3B inh: 2; Dyrk1A ADPGlo: -3; PolyA inh: i; HSP90 refold inh: 1; Platelet DG rel: 1; AI-2 QS modul: 5; GSK3 alpha inh: 1; HSF1 inhib: -2; HDAC3 inh: ?
O=C(c1ccncc1)N1c2ccccc2Sc2ccccc21 is entered as HSF-1 act: -13; GSK3B inh: -4; Dyrk1A ADPGlo: 3; PolyA inh: i; HSP90 refold inh: -3; Platelet DG rel: -11; AI-2 QS modul: 2; GSK3 alpha inh: 1; HSF1 inhib: -3; HDAC3 inh: 7

Next structures:
| HSF-1 act | GSK3B inh | Dyrk1A ADPGlo | PolyA inh | HSP90 refold inh | Platelet DG rel | AI-2 QS modul | GSK3 alpha inh | HSF1 inhib | HDAC3 inh | smiles |
| --- | --- | --- | --- | --- | --- | --- | --- | --- | --- | --- |
| -26 | -4 | -4 | i | 2 | 4 | 0 | -2 | 1 | -7 | CCOc1ccc(OCC)c(NC(=O)CN2CCC(NC(=O)c3cccc(F)c3)CC2)c1 |
| -3 | -2 | -3 | i | 8 | -3 | 36 | -2 | 0 | -5 | O=C(CNc1ccccc1)c1ccc([N+](=O)[O-])cc1 |
| 2 | 1 | · | i | -2 | -2 | 9 | -2 | -1 | 0 | C/C(=N/NS(=O)(=O)c1ccc(C)cc1C)c1ccc2c(c1)OCO2 |
| -6 | -10 | 0 | i | 2 | -1 | 10 | 1 | -10 | 3 | COc1ccc(CN2CCN(Cc3ccccc3C(F)(F)F)CC2)c(OC)c1 |
| 93* | 3 | -3 | i | -2 | 2 | 13 | -1 | 50 | -1 | Cc1cc(N(C)C)c(C#N)c(NCc2ccccc2)n1 |
| 11 | 1 | -1 | i | 0 | -2 | 3 | 0 | -4 | -9 | COC(=O)c1ccc(C(=O)OC)c(NC(=O)COC(=O)c2ccc(OC)c(OC)c2OC)c1 |
| 10 | 0 | -8 | i | -3 | -5 | 19 | -1 | 11 | 1 | CC(C)CC(=O)Nc1nnc(CCc2ccccc2)s1 |
| 5 | -1 | 2 | i | 3 | -4 | 32 | -2 | 6 | -10 | Cc1c(C(=O)Nc2cccc(-c3nnc4n3CCCCC4)c2)oc2ccccc12 |
| 4 | 3 | 3 | i | -3 | 8 | 11 | 1 | 14 | 6 | O=C1/C(=C/c2ccc3c(c2)OCO3)CCC/C1=C\c1ccc2c(c1)OCO2 |
| -63 | -2 | -2 | i | -2 | 0 | 21 | -6 | ? | -4 | CSc1nnc(NC(=O)c2nc(S(=O)(=O)Cc3cccc(C)c3)ncc2Cl)s1 |
| 1 | -5 | · | i | 2 | 31 | 16 | 1 | -4 | 0 | Cc1cccc(C(=O)N(Cc2ccc(C)o2)C2CCS(=O)(=O)C2)c1 (centres undefined) |
| -18 | 2 | 1 | i | 5 | 13 | 14 | -1 | -4 | 2 | Clc1ccccc1CNCc1ccncc1 |
| 9 | 3 | -1 | i | · | -6 | 2 | -3 | -5 | -5 | COc1cccc(NC(=O)CN(C)C(=O)c2cc3c(s2)CCC(C)C3)c1 (centres undefined) |
| -8 | 0 | · | i | -2 | 5 | 1 | -2 | 0 | 3 | Cc1c(NC(=O)COc2ccc3ccccc3c2)c(=O)n(-c2ccccc2)n1C |
| 35 | -4 | 6 | i | -3 | -1 | 0 | -7 | 6 | -1 | CC(NC(=O)C(=O)NN=C1CCCCCCCCCCC1)c1ccccc1 (centres undefined) |
| 25 | -1 | 3 | i | 3 | 0 | 0 | -4 | 5 | -2 | O=C(OCC#CCSc1nnc(-c2ccc(Br)cc2)o1)c1cccs1 |
| -12 | -2 | 4 | i | -3 | 4 | -17 | 1 | 4 | 3 | Cc1cccc(NC(=O)c2cccc(OC(=S)N3CCOCC3)c2)c1 |
| 8 | 2 | · | i | -6 | 0 | 14 | 0 | -3 | 10 | CCN1CCN(C(=O)c2ccc(N3CC4CC(C3)c3cccc(=O)n3C4)c([N+](=O)[O-])c2)CC1 (centres undefined) |
| 8 | 2 | -4 | i | 2 | -8 | 3 | -1 | -2 | -1 | CCN1CNC(=S)N(c2ccccc2OC)C1 |
| -4 | -13 | -7 | i | 0 | -2 | 20 | -1 | 2 | 3 | O=C(CCC(=O)N1CCN(c2ccc(O)cc2)CC1)c1cccs1 |
| 14 | -1 | -9 | i | 2 | 22 | 13 | -2 | 11 | 4 | CCn1c(CNC(=O)c2cccc(C)c2)nnc1SCC(=O)Nc1nnc(C)s1 |
| 0 | 0 | -1 | i | · | 0 | 9 | · | -6 | · | COc1cc(C(=O)OCC(=O)Nc2nnc(-c3ccccc3)o2)cc(OC)c1OC |

Reprinted at random: 4 entries already listed, in no set order.
| HSF-1 act | GSK3B inh | Dyrk1A ADPGlo | PolyA inh | HSP90 refold inh | Platelet DG rel | AI-2 QS modul | GSK3 alpha inh | HSF1 inhib | HDAC3 inh | smiles |
| --- | --- | --- | --- | --- | --- | --- | --- | --- | --- | --- |
| -12 | -2 | 4 | i | -3 | 4 | -17 | 1 | 4 | 3 | Cc1cccc(NC(=O)c2cccc(OC(=S)N3CCOCC3)c2)c1 |
| 0 | 0 | -1 | i | · | 0 | 9 | · | -6 | · | COc1cc(C(=O)OCC(=O)Nc2nnc(-c3ccccc3)o2)cc(OC)c1OC |
| 14 | -1 | -9 | i | 2 | 22 | 13 | -2 | 11 | 4 | CCn1c(CNC(=O)c2cccc(C)c2)nnc1SCC(=O)Nc1nnc(C)s1 |
| 1 | -5 | · | i | 2 | 31 | 16 | 1 | -4 | 0 | Cc1cccc(C(=O)N(Cc2ccc(C)o2)C2CCS(=O)(=O)C2)c1 (centres undefined) |

Bioassay records (PubChem)
